mcGAS RapidFire – blocks mouse cGAS cGAMP production; recombinant mouse cGAS, cGAMP by RapidFire MS; Q8C6L5; actives 0.18% (n = 130,000); inhibition, % at 12.5 µM;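 active = inhibition of cGAS enzyme activity at or above 60%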;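 also: enzyme stimulated by 45 bp dsDNA with ATP and GTP substrates; cGAMP share of summed cGAMP plus half ATP and half GTP signals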
Target sequence (Q8C6L5 whole entry, looked up): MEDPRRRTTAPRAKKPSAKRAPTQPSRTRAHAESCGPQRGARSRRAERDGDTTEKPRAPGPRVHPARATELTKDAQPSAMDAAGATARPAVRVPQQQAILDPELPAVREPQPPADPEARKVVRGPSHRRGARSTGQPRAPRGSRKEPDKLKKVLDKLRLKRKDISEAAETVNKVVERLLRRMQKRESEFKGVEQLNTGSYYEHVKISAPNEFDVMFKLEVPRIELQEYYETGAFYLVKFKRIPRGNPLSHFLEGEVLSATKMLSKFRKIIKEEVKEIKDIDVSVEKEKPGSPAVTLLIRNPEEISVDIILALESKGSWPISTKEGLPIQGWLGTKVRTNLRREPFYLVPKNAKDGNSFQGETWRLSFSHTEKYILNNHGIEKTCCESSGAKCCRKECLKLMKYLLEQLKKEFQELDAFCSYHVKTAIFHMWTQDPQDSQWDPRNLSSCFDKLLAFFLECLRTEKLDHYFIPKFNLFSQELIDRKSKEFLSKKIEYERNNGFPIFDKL
Active calls of the source: *. The list is partial; rates above refer to the full screens.

SMILES | mcGAS RapidFire
N#CC(=Cc1cccc([N+](=O)[O-])c1)c1nnc(N2CCOCC2)n1-c1ccccc1 | -6
COc1cc(-c2nnc(CCC(=O)N3CCN(c4ccccc4F)CC3)c(=O)[nH]2)ccc1OC(C)C | 0
CCCC1COCCN1Cc1cc(C)[nH]n1 (centres undefined) | -17
O=C(NC1CCN(C(=O)Cc2cccc(F)c2)CC1)C1CCCCC1 | -14
CCOC(=O)C(CC)Sc1nc2c(c(=O)n1-c1ccccc1)SCC2 (centres undefined) | -3
COc1ccc(Cc2n[nH]c(=O)n2-c2ccc(OC)cc2C)cc1 | -20
Cc1onc(-c2ccccc2)c1C(=O)NNC(=O)C(C)Oc1ccc(F)cc1 (centres undefined) | 2
CC(=O)Nc1ccc(C2C3=C(CCCC3=O)OC3CCCC(=O)C32)cc1 (centres undefined) | -6
N#Cc1ccc(S(=O)(=O)NCC(=O)OCC(=O)N2CCCCCC2)cc1 | 0
CCc1cccc(C)c1NC(=O)c1nn(C(C)C)c(=O)c2ccccc12 | -13

Overlap with the part before: 2 entries, followed by the next part.
SMILES | mcGAS RapidFire
N#Cc1ccc(S(=O)(=O)NCC(=O)OCC(=O)N2CCCCCC2)cc1 | 0
CCc1cccc(C)c1NC(=O)c1nn(C(C)C)c(=O)c2ccccc12 | -13
c1ccc(CNc2nc(-c3ccc[nH]3)cs2)cc1 | 5
Cc1ccc(C)c(Cn2c(CCNC(=O)c3ccco3)nc3ccccc32)c1 | 4
O=C(c1cc(Cl)c2c(c1)OCCCO2)N(CC1CCOC1)C1CC1 (centres undefined) | 2
O=C(NNS(=O)(=O)c1ccccc1Cl)c1ccc2c(c1)OCO2 | -4
CCNC(=O)NC(C)Cc1ccc(O)cc1 (centres undefined) | 6
COc1ccc(CNC(=O)C(C)Sc2ccccc2Br)cc1 (centres undefined) | -3
O=C(NN=Cc1ccc(O)cc1)c1ccco1 | -10
CS(=O)(=O)N1CCC(NC(=O)CCc2cccs2)CC1 | -4
CC(OC(=O)c1c(NC(=O)C2CCCCC2)sc2c1CCC2)C(N)=O (centres undefined) | 0
COc1ccc(NC(=O)c2ccsc2)cc1OC(F)F | 2
CCCCNC(=O)C1(C)CCCCN1Cc1ccc2ccccc2c1 (centres undefined) | -7
CCCn1c(=O)c2ccccc2n2c(SC(C)C)nnc12 | 0
O=C1NC(=S)NC1=Cc1c(F)cccc1F | -10
O=C(CCn1ccnc1)Nc1cccc(C(=O)Nc2ccccc2Cl)c1 | 2
COC(=O)C(Cc1ccccc1)NC(=O)C1CCCCC1C(=O)N1CCN(c2ccc(OC)cc2)CC1 (centres undefined) | -4
COc1cccc([C@@H](C)Nc2nc(-c3cccnc3)nc3c2CCNC3)c1 | -4
Cn1c(=O)n(Cc2ccc(Br)cc2)c(=O)c2c1nc1n2CCN1Cc1ccco1 | -1
Cc1cc2c(cnc3ncnn32)c(=O)n1-c1cccc(Cl)c1 | -9
Cc1nnc(-c2cccc(NC(=O)C3CCCCN3C(=O)c3ccnn3C)c2)s1 (centres undefined) | -9
Cc1ccc(CSc2nc(CC(=O)NCc3nc(-c4ccccc4)no3)cs2)cc1 | 0
CC(CNS(C)(=O)=O)OC(=O)c1ccc(Cn2cncn2)cc1 (centres undefined) | -70
Cc1noc(C)c1CS(=O)(=O)CC(O)c1ccc(F)cc1 (centres undefined) | -7
Cc1ccc(C)c(-c2csc3nc(CNCCN4CCOCC4)[nH]c(=O)c23)c1 | -8
CCC(C)(CC(=O)OC)NC(=O)c1cccc(F)c1F (centres undefined) | -3
CC(NC(=O)Cc1cccc(F)c1)c1cccc(Cl)c1 (centres undefined) | -4
Cc1cc(C(=O)N(C)C2CCCN(C)C2)nn1-c1ccccc1 (centres undefined) | -4
O=C(COc1ccccc1)OCc1cc(-c2ccccc2)on1 | -10
CSCCC(NC(=O)Cn1nc2c(cc1=O)CSCC2)C(=O)O (centres undefined) | 11
Cn1/c(=N\NC(=O)c2ccc(-c3cnco3)cc2)sc2ccccc21 | -14
O=C(CC1C(=O)NCCN1Cc1ccc(-c2ccccc2)cc1)NCc1ccoc1 (centres undefined) | 33

Individual results from above:
In mcGAS RapidFire, `Cc1cc(C(=O)N(C)C2CCCN(C)C2)nn1-c1ccccc1` (centres undefined) has the entry -4
In mcGAS RapidFire, `CCC(C)(CC(=O)OC)NC(=O)c1cccc(F)c1F` (centres undefined) has the entry -3

Further results:
SMILES | mcGAS RapidFire
Cc1cc(N)n(-c2nc(C)nc3sc4c(c23)CCC(C)C4)n1 (centres undefined) | -7
CC1Cc2nc(SCC(=O)NCCc3ccccc3)n(C)c(=O)c2S1 (centres undefined) | -6
Cc1cccn2c(CC(=O)NCc3ccccc3-n3ccnc3C)cnc12 | -15
CC1(C)C(C(=O)ON2C(=O)CCC2=O)C1(C)C | -31
CC(=O)c1c(C)nn2c3ccccc3n(CCN3CCCCC3)c12 | 10
Fc1ccc(-c2csc(NCc3ccco3)n2)cc1 | -5
Cn1c(=O)[nH]c(=O)c2c1nc(N1CCN(Cc3ccccc3)CC1)n2CCc1ccccc1 | -3
CC(=O)c1ccc(N2CCN(C(=O)CCn3c(=S)[nH]c4cc5c(cc4c3=O)OCO5)CC2)cc1 | -7
CC(C)(CN1CCOCC1)CN1CCOC(Cc2ccccc2Cl)C1 (centres undefined) | -4
COc1ccc(OC)c(-c2ccnc(-n3ncc(C(=O)N(C)CC(O)c4ccccc4)c3C)n2)c1 (centres undefined) | 6

The final 6 compounds of the part before open the next one.
SMILES | mcGAS RapidFire
CC(=O)c1c(C)nn2c3ccccc3n(CCN3CCCCC3)c12 | 10
Fc1ccc(-c2csc(NCc3ccco3)n2)cc1 | -5
Cn1c(=O)[nH]c(=O)c2c1nc(N1CCN(Cc3ccccc3)CC1)n2CCc1ccccc1 | -3
CC(=O)c1ccc(N2CCN(C(=O)CCn3c(=S)[nH]c4cc5c(cc4c3=O)OCO5)CC2)cc1 | -7
CC(C)(CN1CCOCC1)CN1CCOC(Cc2ccccc2Cl)C1 (centres undefined) | -4
COc1ccc(OC)c(-c2ccnc(-n3ncc(C(=O)N(C)CC(O)c4ccccc4)c3C)n2)c1 (centres undefined) | 6
CCOC(=O)c1c(CCc2ccc3c(c2)OCO3)csc1N | -11
CCNc1ccnc(N2CCN(Cc3ncnn3CC)CC2)n1 | -4
COc1cncc(-c2cnc3ccc(NCc4ccc5c(c4)OCO5)nn23)c1 | -1
CC(c1ccccc1)c1nnc(N)s1 (centres undefined) | -7
CCOC(=O)C1(C)CCN1C(=O)/C=C/c1ccccc1 (centres undefined) | 9
O=C(NCCC(=O)N1CC[C@@H](O)C1)c1ccccc1F | -11
Cc1ccc(-n2ncc3c(=O)n(NC(=O)c4ccc([N+](=O)[O-])cc4)cnc32)cc1C | -3
Cc1ccc(-n2ccc3nc(N4CCCCC4)ncc3c2=O)cc1 | -6
O=C1Oc2ccccc2C(=O)C1=CN1CCCc2ccccc21 | -2
C=CCn1cc(CN[C@H](CO)c2ccccc2)c(C)n1 | -11
O=C(CCCC(=O)Oc1ccoc(=O)c1)Oc1ccoc(=O)c1 | -13
CC(C)n1c(N/N=C\c2ccc(F)cc2)nc2c1c(=O)n(C)c(=O)n2C | 6
CC(=O)OCC(=O)[C@@]1(O)[C@@H](C)CC2C3CCC4=CC(=O)C=C[C@]4(C)[C@@]3(F)[C@@H](O)C[C@@]21C (some centres undefined) | 2
COC(=O)C(C)CN(C)S(=O)(=O)c1sccc1OC (centres undefined) | -3
Cn1nccc1C(=O)N1CCCC(C(=O)c2ccc(C(F)(F)F)cc2)C1 (centres undefined) | -14
CC(C)c1nc2cc(C(=O)NCC3OCCc4ccccc43)ccc2o1 (centres undefined) | -6
Cc1cc(Cl)ccc1OC(C)C(=O)NNc1ncnc2nc[nH]c12 (centres undefined) | -10
Cc1ccc(F)cc1NC(=O)C(C)N1CCC(CN2CCCCC2)C1 (centres undefined) | -9
O=[N+]([O-])c1ccc(N2CCN(S(=O)(=O)c3cccs3)CC2)cc1 | -3
Cc1cc(C)nc(C(C#N)C(=O)Cc2csc(-c3ccoc3)n2)n1 (centres undefined) | -32

Some of these compounds in order of formula weight, smallest number first:
SMILES | mcGAS RapidFire
COC(=O)C(C)CN(C)S(=O)(=O)c1sccc1OC (centres undefined) | -3
O=C(CCCC(=O)Oc1ccoc(=O)c1)Oc1ccoc(=O)c1 | -13
Cc1cc(C)nc(C(C#N)C(=O)Cc2csc(-c3ccoc3)n2)n1 (centres undefined) | -32
CC(C)n1c(N/N=C\c2ccc(F)cc2)nc2c1c(=O)n(C)c(=O)n2C | 6

(list continues)
SMILES | mcGAS RapidFire
CCc1ncc(C(=O)N2CCC(n3cc(-c4ccccn4)nn3)CC2)cn1 | -6
N#Cc1cccc(NC(=O)c2cn3cc(C(F)(F)F)cc(Cl)c3n2)c1 | -3
Brc1ccc2c(c1)c1nc3ccccc3nc1n2CCN1CCOCC1 | -8
Cc1ccc(S(=O)(=O)N(C(=O)c2ccncc2)c2ccc(OC(=O)c3ccncc3)cc2)c(C)c1 | -8
O=C(CN1C(=O)C(CCc2ccccc2)ON=C1c1cnccn1)c1ccccc1F (centres undefined) | -4
Cc1cc(N2CCC(Cc3ccccc3)(C(=O)O)CC2)nc2ccccc12 | -6

Screens deposited in PubChem BioAssay by Fisher Drug Discovery Resource Center.
